# NPYLR7 ag: activates Aedes aegypti NPYLR7 receptor; HEK293T NPYLR7/Galpha15, GCaMP6s calcium fluorescence; AID 1259423; activation, % at 10 µM; actives 0.15% (n = 270,000); in the data active = activation above about 40%;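 note: 0% = vehicle and 100% = reference agonist at the receptor; some compounds past the cut are filed as inactive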
# hcGAS lum: blocks human cGAS activity; Q8N884; recombinant h-cGAS, ATP depletion, Kinase-Glo luminescence; inhibition, % at 12.5 µM; actives 0.081% (n = 290,000);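 note: 0% = vehicle reaction and 100% = reaction without DNA for no activity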
# Target sequence (Q8N884 whole entry, looked up): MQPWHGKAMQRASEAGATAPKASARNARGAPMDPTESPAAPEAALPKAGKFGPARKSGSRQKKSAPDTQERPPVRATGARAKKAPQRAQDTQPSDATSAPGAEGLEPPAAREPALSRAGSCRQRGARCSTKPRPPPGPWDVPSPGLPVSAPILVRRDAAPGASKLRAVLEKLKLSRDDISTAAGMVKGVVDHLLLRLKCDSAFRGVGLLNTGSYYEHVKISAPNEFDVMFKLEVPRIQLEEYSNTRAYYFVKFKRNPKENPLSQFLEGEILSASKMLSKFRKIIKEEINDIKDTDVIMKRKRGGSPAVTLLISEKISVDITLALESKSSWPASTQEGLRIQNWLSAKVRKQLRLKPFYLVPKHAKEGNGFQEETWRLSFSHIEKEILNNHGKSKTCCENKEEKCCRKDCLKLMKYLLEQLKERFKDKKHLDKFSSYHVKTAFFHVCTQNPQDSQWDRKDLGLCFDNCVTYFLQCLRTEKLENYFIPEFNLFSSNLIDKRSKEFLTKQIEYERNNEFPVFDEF
# mcGAS lum: inhibitors of mouse cGAS; actives 0.15% (n = 160,000); AID 1259399; inhibition, % at 12.5 µM; Q8C6L5; recombinant cGAS, Kinase-Glo ATP depletion luminescence;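 note: 0% = negative control wells and 100% = reference inhibitor with no enzyme activity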
# * hit, by the source's call; x = not tested or not shown. Cut-off read from the data, not from the text of the source, unless noted: active = inhibition above about 40%; inactive = the rest.
# Preview (7 entries):
SMILES,NPYLR7 ag,hcGAS lum,mcGAS lum
Cc1[nH]c(C(=O)N2CCCC2)c(C)c1S(=O)(=O)N1CCC(C)CC1,x,5,1
CC(C)C(=O)NC(NC(=S)Nc1ccc(C(=O)O)cc1)C(Cl)(Cl)Cl (stereo not drawn),-15,-3,x
CCn1c(C)cc(O)c(C(c2ccc(OC)cc2OC)N2CCN(c3ccccc3F)CC2)c1=O (stereo not drawn),-2,0,x
O=C(O)CC1CNCCN(C(=O)c2cccc(Oc3ccccc3)c2)C1 (stereo not drawn),25,-7,x
COc1ccc(OC)c(C2SCC(=O)N2CC(=O)NCc2ccco2)c1 (stereo not drawn),8,-13,-5
O=C(CSc1nc2ccccc2[nH]1)N1c2ccccc2Sc2ccccc21,1,-6,x
Cc1c(C(C)NC(=O)C2(c3ccccc3)CCCCC2)cnn1-c1ccccn1 (stereo not drawn),9,-11,-14

# This part in full, repeating the preview:
SMILES,NPYLR7 ag,hcGAS lum,mcGAS lum
Cc1[nH]c(C(=O)N2CCCC2)c(C)c1S(=O)(=O)N1CCC(C)CC1,x,5,1
CC(C)C(=O)NC(NC(=S)Nc1ccc(C(=O)O)cc1)C(Cl)(Cl)Cl (stereo not drawn),-15,-3,x
CCn1c(C)cc(O)c(C(c2ccc(OC)cc2OC)N2CCN(c3ccccc3F)CC2)c1=O (stereo not drawn),-2,0,x
O=C(O)CC1CNCCN(C(=O)c2cccc(Oc3ccccc3)c2)C1 (stereo not drawn),25,-7,x
COc1ccc(OC)c(C2SCC(=O)N2CC(=O)NCc2ccco2)c1 (stereo not drawn),8,-13,-5
O=C(CSc1nc2ccccc2[nH]1)N1c2ccccc2Sc2ccccc21,1,-6,x
Cc1c(C(C)NC(=O)C2(c3ccccc3)CCCCC2)cnn1-c1ccccn1 (stereo not drawn),9,-11,-14
O=C(NCc1ccc(S(=O)(=O)N2CCOCC2)s1)c1ccccn1,27,-18,x
Cc1noc(C)c1CN(C)C(=S)Nc1cccc(C(F)(F)F)c1,10,-9,x
NC(=O)CCN(C(=O)C1CSc2ccccc2O1)c1ccc(F)cc1 (stereo not drawn),-3,-6,x
COCCn1c(=O)c2c(nc3n2CCN3c2ccc(C)c(Cl)c2)n(C)c1=O,1,1,-8
Cc1ccc2nc(N3CCCCC3)c(C=C3SC(=S)N(CC(C)C)C3=O)c(=O)n2c1,5,-5,-8
CCn1c(CN2CCCC2CC(O)c2cccs2)nc2c(F)cccc21 (stereo not drawn),2,-6,-13
CCn1c(SCC(=O)N/N=C\c2c(O)ccc3ccccc23)nc2ccccc21,2,-4,-7
O=C(Nc1nccnc1C(=O)NC1CCN(C(=O)CC2CCCC2)CC1)c1ccc(F)cc1,x,-7,-5
CCOC(=O)N1CCN(C(=O)c2ccc(N3CCC(NCCc4cccc(Cl)c4)CC3)cc2)CC1,0,-2,-26
CC1(C)OCC(C2OC(Nc3cccc(CC(=O)NCCCN4CCCC4=O)c3)[C@H]3OC(C)(C)O[C@@H]23)O1 (stereo partly drawn),-4,-5,-8
Cn1nnnc1SCCNCc1ccsc1,2,-2,x
Cn1c(O)c(N=NC(=O)c2ccccc2N)c2ccccc21,4,-5,-4
Cc1ccc2nc(SCC(=O)NC3CCCN(Cc4ccccc4F)C3)[nH]c2c1 (stereo not drawn),3,-4,x
CN=C1SC(CC(=O)Nc2ccccc2F)C(=O)N1C (stereo not drawn),-4,-9,-6
CCN(C)S(=O)(=O)NCC1CCN(Cc2cc(C)no2)CC1,x,-3,1
CCOc1cccc2sc(=NC(=O)c3cc(C)n(CC)n3)n(C)c12,3,-3,x
COCCN(Cc1ccc(C)cc1)CC(O)COCc1ccccc1 (stereo not drawn),26,-8,-7
COc1cccc(CN2CCC2(C)C(=O)NCc2cccnc2)c1F (stereo not drawn),5,-12,x
COCCNC(=O)Cn1cc(OC)c(=O)cc1CN1CCN(c2ccc(OC)cc2)CC1,2,-5,-7
COc1ccccc1-c1noc(C(C)n2cccn2)n1 (stereo not drawn),31,-7,-11
CCCC1=NN(C(=O)Cc2ccc([N+](=O)[O-])cc2)C(O)(C(F)(F)F)C1 (stereo not drawn),2,-7,x
Cc1ccc(S(=O)(=O)N2CCN(CCO)CC2)cc1,-1,2,x
COc1ccc(N2CCN(C(=O)c3csc(CSc4nnc(-c5ccncc5)n4-c4ccccc4C)n3)CC2)cc1,-3,-16,-7
O=C(NCCCN1CCCC1=O)C(C1CCCC1)N1CCN(C(=O)C2CC2)CC1 (stereo not drawn),-3,-4,-4
Cc1c(C2CC2)nc2ccc(Br)cc2c1C(=O)O,6,-5,x
O=C(CN1C(=O)NC2(CCCC2)C1=O)NC1CCSc2ccc(F)cc21 (stereo not drawn),13,-9,-5
C[C@H]1CC[C@]2(C)CCC(=O)C[C@H]2C1=O,17,-6,x
CC(=O)Cc1nc2cccnc2nc1CC(C)=O,3,-6,x
CC(C)SC(NC(=O)OCc1ccccc1)C(=O)N[C@@H]1C[C@H]2CC[C@@H]1C2 (stereo partly drawn),-8,1,1
O=C(Nc1ccccc1)N1CCN(Cc2ccc3c(c2)OCO3)CC1,13,-24,-4
Cn1cc(C(=O)N2CCOCC2)cc(NC(=O)c2ccc(Cl)cc2)c1=O,-12,2,0
COc1ccc(CCn2c(CN)n[nH]c2=O)cc1,0,-4,x
Fc1cccc(-n2c(-c3ccco3)nc3nc4ccccc4nc32)c1,5,-4,-10
O=C(C1CCC1)N(Cc1cccc(F)c1)CC1CC(c2ccc(Cl)c(Cl)c2)=NO1 (stereo not drawn),13,-3,-7
COc1ccc(-c2ccc(=O)n(Cc3cccc(C(F)(F)F)c3)n2)cc1OC,11,-8,x
CCN(CC)C(=O)c1cn(C2CCN(C(=O)C(C)(C)c3ccccc3)CC2)nn1,6,-6,-11
O=C(Nc1ccccc1CCO)c1cccc(CN2CC[C@H](O)C2)c1,3,-3,-15
C=CCN(CC=C)C(=O)CSc1n[nH]c(-c2ccc(Br)cc2)n1,-1,-2,x
COC(=O)Cc1c(C)c2c(OCc3ccc(C(=O)OC)cc3)cc(C)cc2oc1=O,-10,-7,-8
Cc1cc(C)n(-c2ccc(C(=O)OCC(=O)N(C)CCC#N)cc2)n1,1,9,x
Cc1ncc2c(c1CNC(=O)c1ccccc1F)CCN(C(=O)c1csc(-c3cccs3)n1)C2,-4,3,-3
CC(C)c1cccc(Oc2cnn(-c3ccc(F)cc3)c(=O)c2Nc2ccc(C(=O)NCCc3ccccn3)cc2)c1,13,-12,-4
Cc1ccc(C(=O)O)c(N2Cc3cnn(Cc4ccc(F)cc4)c3C2)n1,1,-4,-14

# The results go on.
SMILES,NPYLR7 ag,hcGAS lum,mcGAS lum
Ic1ccc(OCCCn2cnc3ccccc32)cc1,-4,-5,x
O=C(CN1CCSC1=O)NC1(c2ccc(Br)cc2)CCCC1,-1,9,x
CCOC(=O)c1cc(CCC(C)C)n(-c2ccc(C(=O)NC(C)c3ccc(Br)cc3)cc2)n1 (stereo not drawn),5,-8,-8
CCC(C(=O)NCCN1CCCC1)n1c(=O)n(-c2ccc(OC)cc2)c(=O)c2ccccc21 (stereo not drawn),3,-3,-7
C=CCNC(=O)NC(=O)CSc1nnc(-c2cccc(Cl)c2)o1,14,-13,x
CC1=C(CCN2CCN(C)CC2)C(C)(C)CCC1,-13,-5,x
CC(C)Oc1n[nH]c(-c2ccc3c(c2)OCO3)n1,18,-7,x
O=c1cc(C(F)(F)C(F)F)oc2ccc(Cl)cc12,0,-11,x
COCN(C#N)c1nc(N(C)C)nc(N(C)C)n1,9,2,1
CCOc1ccc(C(=O)Nc2cccc(Cl)c2N2CCN(CC)CC2)cc1,9,-6,x
OCc1ccc2c(c1)c1c3n2CCNC3CCC1 (stereo not drawn),3,-11,-6
CC1CCN(C(=O)C(C)N2CCN(c3ccccc3O)CC2)CC1 (stereo not drawn),-16,-9,x
O=C(Nc1nccs1)c1cc(-c2ccc(Br)cc2)n[nH]1,6,-5,x
CCCOc1ccccc1C(=O)N1CCCN(C)C2(CCN(C)CC2)C1,9,-3,-18
O=C1CC(Cn2c(=O)oc3ccccc32)c2cnn(-c3ccccc3)c2N1 (stereo not drawn),5,-6,x
Cc1cc(Nc2ccc(Cl)cc2)n2nc(C)c(-c3ccccc3)c2n1,0,-3,-6
C#CCN1CCC(C(=O)N2CCC(Cc3ccc(F)cc3)CC2)CC1,6,-3,-11
C=CCOc1ccc(C=C2N=C(c3ccc(F)cc3)OC2=O)cc1,3,-1,-4
Cc1ccc(C(=O)NCCNC(=O)C(C)Oc2cccnc2)cc1F (stereo not drawn),5,-4,-16
COc1ccc(CNC(=O)NCC(c2ccsc2)N2CCN(C)CC2)cc1OC (stereo not drawn),7,-10,-7

# As a short view, two of the compounds above:
SMILES,NPYLR7 ag,hcGAS lum,mcGAS lum
OCc1ccc2c(c1)c1c3n2CCNC3CCC1 (stereo not drawn),3,-11,-6
CC1CCN(C(=O)C(C)N2CCN(c3ccccc3O)CC2)CC1 (stereo not drawn),-16,-9,x

# The list continues:
SMILES,NPYLR7 ag,hcGAS lum,mcGAS lum
CCC(=O)Nc1ccc(N(C)C)c(CN(Cc2ccc(F)cc2)C(=O)NC(C)C)c1,5,-6,-6
CC(NC(=O)c1cccc(S(=O)(=O)NCc2ccc3c(c2)OCO3)c1)c1cccs1 (stereo not drawn),0,-5,-6
CCCc1c(C)nn(-c2ccc(C(=O)NCCSCc3ccccc3)cc2)c1C,-6,-5,-5
Cc1cc(N2CCCCC2)nc(Nc2ccc(NC(=O)CC(C)C)cc2)n1,17,-7,x
S=C(Nc1ccn(C23CC4CC(CC(C4)C2)C3)n1)NC1CCCC1,-21,-4,x
COc1ccc(-c2csc(NC(=O)c3ccc4c(c3)CCN4S(C)(=O)=O)n2)cc1Cl,-7,-6,x
O=C(CCCOCc1ccccc1)Nc1cnc2n1CCCC2,1,-1,-12
CCOc1ccccc1N1CCN(C(=O)c2cc(-c3cccn3C)nn2-c2ccc(Cl)c(Cl)c2)CC1,14,-3,-4
CCCc1ccc(S(=O)(=O)Nc2ccccc2C(=O)NCCc2ccc(F)cc2)cc1,32,-7,-6
O=C(O)c1cnc(/C=C/c2ccc(N3CCOCC3)cc2)s1,8,-16,x
Cc1cccc(C(N)=NOC(=O)CCCc2ccccc2)c1,-1,-15,-6
OCCC1CN(C(=S)Nc2ccccc2)CCN1Cc1ccncc1 (stereo not drawn),11,2,x
CCCCCCSC1=C(C#N)C(=O)NC(CO)S1 (stereo not drawn),4,-2,x
COc1cccc(C(=O)N2C(C(=O)NC(C)c3ccccc3)COC23CCN(C(=O)CC(C)(C)C)CC3)c1 (stereo not drawn),18,-7,-6
CC(=O)N[C@H]1CCN(C(=O)c2ccc(NC(=O)C3CCC3)cc2)C1,-2,-8,-18
Cc1ccc(-n2c(SCc3ccccc3)nnc2C(Cc2ccccc2)NC(=O)Nc2ccc(F)c(F)c2)cc1 (stereo not drawn),-2,-2,-4
O=c1c2cc(NCc3ccccc3C(F)(F)F)ccc2nc2n1CCC2,5,-16,x
CCOC(=O)c1nn(-c2ccc(C)cc2)c(=O)cc1OS(=O)(=O)c1cc(C)c(OC)cc1C,2,2,x
N#CN=C(c1ccccc1)c1ccccc1,8,-5,x
CC(C)(C(=O)NCC1CCN(Cc2cnc[nH]2)C1)c1ccccc1 (stereo not drawn),x,-11,-11

# Exported with values under each structure: 7 of the compounds above.
# Every second line gives: NPYLR7 ag	hcGAS lum	mcGAS lum
> Cc1ncc2c(c1CNC(=O)c1ccccc1F)CCN(C(=O)c1csc(-c3cccs3)n1)C2
    -4	3	-3
> CC(C)c1cccc(Oc2cnn(-c3ccc(F)cc3)c(=O)c2Nc2ccc(C(=O)NCCc3ccccn3)cc2)c1
    13	-12	-4
> Cc1ccc(C(=O)O)c(N2Cc3cnn(Cc4ccc(F)cc4)c3C2)n1
    1	-4	-14
> Ic1ccc(OCCCn2cnc3ccccc32)cc1
    -4	-5	x
> O=C(CN1CCSC1=O)NC1(c2ccc(Br)cc2)CCCC1
    -1	9	x
> CCOC(=O)c1cc(CCC(C)C)n(-c2ccc(C(=O)NC(C)c3ccc(Br)cc3)cc2)n1 (stereo not drawn)
    5	-8	-8
> CCC(C(=O)NCCN1CCCC1)n1c(=O)n(-c2ccc(OC)cc2)c(=O)c2ccccc21 (stereo not drawn)
    3	-3	-7

# (cont.)
SMILES,NPYLR7 ag,hcGAS lum,mcGAS lum
O=C1CN(C(=O)Cc2ccc(Cl)c(Cl)c2)c2ccc(S(=O)(=O)N3CCCCC3)cc2N1,9,-7,x
CN(CC1COCCO1)c1nc(-c2cccnc2)nc2c1cnn2C (stereo not drawn),5,6,x
COc1cn(CC(=O)NCc2ccccc2Cl)c(CSc2nnc(C)s2)cc1=O,-4,-2,-3
Nc1cc(N)cc(C(=O)N2CCCCC2)c1,-1,-3,x
O=C(NC1CCCCCC1)c1cc2c(s1)CS(=O)(=O)C2,4,-7,-6
CCN(CC)c1ncccc1CNC(=O)c1coc2c1C(=O)CCC2,2,-11,x
O=C1CC(C(=O)N2CCC3(CCCO3)CC2)CN1Cc1ccccn1 (stereo not drawn),9,-6,-14
CCc1cn[nH]c1C1CCN(C(=O)C2(S(=O)(=O)c3ccccc3)CC2)CC1,-5,3,-1
Cc1ccccc1C(=O)N1CCC1(C)C(=O)NC(C)C (stereo not drawn),-3,-3,x
CN(C)CCCN1C(=O)NC(Cc2cccc(F)c2)(C2CCN(C(=O)C3=CCCC3)CC2)C1=O (stereo not drawn),21,-8,-12
CCOC(=O)c1nc2cc(Cl)c(Cl)cc2nc1N1CCCN(C(=O)CCc2ccccc2)CC1,5,-4,-6

# Assay outcomes deposited in PubChem by Fisher Drug Discovery Resource Center.
